Screens as filed in PubChem BioAssay.
Myeloid diff MLP = promotes myeloid progenitor differentiation | calls only at 10 µM | AID 624256 | actives 1% (n = 360,000) | ER-HoxA9 myeloid progenitors, lysozyme-GFP differentiation, flow cytometry;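 active means normalized GFP-positive differentiation at or above the plate's own cutoff, the solvent-only control mean plus 3 SD; inconclusive means no clear call, values can overlap the other calls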;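 further: cells exposed to compound for four days before flow analysis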
West Nile virus CPE = West Nile virus antiviral activity, cell-based, CPE readout (AID 1621); CPE inhibition, % at 10 µM; hits with a dose series show IC50 in µM; West Nile virus-infected cells, CPE inhibition; higher % means a stronger effect; actives 0.02% (n = 290,000); in the data active means a potency from the dose series; inconclusive means CPE inhibition mostly from about 3.7% at the one dose, without a potency; inactive means the rest, 99 in 100 with CPE inhibition below about 2.2%; further: strong numbers were not always called active
RSV CPE inhibition = inhibition of RSV-induced cytopathic effect – HEp-2 cells, primary 10 µM value included (AID 2391) | actives 0.13% (n = 310,000) | HEp-2 cells, RSV-induced CPE inhibition; higher % means a stronger effect | CPE inhibition, % at 10 µM, or IC50 in µM where a hit was titrated; in the data active means a potency from the dose series; inconclusive means CPE inhibition mostly from about 23% at the one dose, without a potency; inactive means the rest, 99 in 100 with CPE inhibition below about 21%; further: strong numbers were not always called active
Salmonella PhoP GFP = PhoP-dependent GFP reporter repression – Salmonella Typhimurium, primary screen (AID 1863) | actives 0.16% (n = 300,000) | S. Typhimurium PhoP-regulated promoter GFP reporter, 4 h; higher % means a stronger effect | inhibition, % at 50 µM; hits with a dose series show IC50 in µM;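 active means inhibition over 29.93%, a cutoff 3 SD above the screen mean, later confirmed by dose response; inconclusive means inhibition over 29.93% but no dose response follow-up; inactive means inhibition at most 29.93% or unconfirmed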;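 further: 0% = low Mg2+ inducing control and 100% = high Mg2+ repressing control; strong numbers were not always called active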
SV40 large T antigen = SV40 large T antigen inhibitors, biochemical (AID 1903); SV40 large T antigen ATPase/helicase inhibition assay; higher % means a stronger effect; inhibition, % at 20 µM, or IC50 in µM where a hit was titrated; actives 0.39% (n = 310,000); in the data active means a potency from the dose series; inconclusive means inhibition mostly from about 32% at the one dose, without a potency; inactive means the rest, 99 in 100 with inhibition below about 32%; further: strong numbers were not always called active
b-catenin transl = alters nuclear translocation of beta-catenin in HeLa cells; immunofluorescence imaging; actives 0.3% (n = 190,000); AID 1665; nuclear translocation activity, % at 5 µM;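 active means nuclear translocation activity above 50% at 5 µM, with a well cell count of 50 or more; inconclusive means wells under 50 cells across six images, flagged as toxic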;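 further: per-cell ratio of nuclear to cytoplasmic median beta-catenin stain intensity; plate controls were DMSO negative control for no effect and GSK-3 inhibitor IX positive control for full effect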
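Read-out: Nuclear/cytoplasmic beta-catenin signal ratio, % activation | Assay system: Human HeLa cell line | Times: 24 h compound exposure at 37°C, 5% CO2 | Signal: Fluorescence imaging of beta-catenin antibody stain plus DAPI | Dosing: 5 µM primary, 0.02–20 µM confirmation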
T cell HTS = T cell immune modulation candidate; 2C CD8+ T cell-vesicle binding, flow cytometry; active compounds read low; calls only at 7 µM; actives 0.068% (n = 330,000); AID 2052;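 active means response, share of CD8 T cells binding vesicles, and their 90th percentile fluorescence all below set limits, cut at about 80% in these data, passing the limit was not always enough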
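Material: 2C TCR transgenic mouse naive CD8+ T cells, MACS-purified. Also added: QL9-charged Drosophila Ld/ICAM-1/B7-1 vesicles. Timing: binding 1.5 h at 37 °C. Measured by: high-throughput flow cytometry with anti-B7-1 and anti-CD8 staining. Read-out: percent CD8+ FL2 mean versus row control. Controls: Unloaded micro-vesicles (low), QL9 vesicles with 0.7% DMSO (high).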
WT yeast gro inh = growth inhibition of WT yeast, mitochondrial fusion screen; AID 1362; mitochondrial fusion phenotypic screen, WT strain; inhibition, % at 10 µM; actives 2.1% (n = 190,000); in the data active means inhibition above about 58%; tested in S. cerevisiae
MgcRacGAP inhibition = MgcRacGAP GTPase-activating activity inhibitors, confirmation, biochemical, ADP Hunter fluorescence. MgcRacGAP-stimulated Rac1 GTP hydrolysis, ADP Hunter fluorescence; higher % means a stronger effect; GST-tagged Rac1 F28L mutant substrate. inhibition, % at 30 µM, or IC50 in µM where a hit was titrated. actives 0.6% (n = 340,000). AID 624330;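 active means first-screen hits whose inhibition reached a set limit at any dose in the follow-up dose series; inconclusive means inhibition above the set first-screen limit but never retested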;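 further: fluorescence reports GDP produced by GAP-driven GTP hydrolysis; strong numbers were not always called active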
WT yeast gro inh mutant strain = recorded beside WT yeast gro inh, whose call it bears; inhibition, %; mitochondrial fusion phenotypic screen, mutant strain inhibition
b-catenin transl cell count 5 µM = second read-out of b-catenin transl, no call of its own (marks repeat the call); cell count; measured here: cell count, cytotoxicity flag
T cell HTS vesicle-bound % = recorded beside T cell HTS, whose call it bears; double positive events, %; measured here: CD8+ vesicle-bound cell fraction;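 binding gate set so that unloaded-vesicle control wells show 10% double positive cells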
Myeloid diff MLP GFP+ MAC1+ % = further read-out of Myeloid diff MLP, marked with its call; GFP+ MAC1+ double positive, %; measured here: differentiation confirmed by MAC1 staining
Starred values were filed as active, the others as inactive; i = inactive; ? = inconclusive; · = not tested or not shown.

SMILES | Myeloid diff MLP | Myeloid diff MLP GFP+ MAC1+ % | West Nile virus CPE | RSV CPE inhibition | Salmonella PhoP GFP | SV40 large T antigen | b-catenin transl | b-catenin transl cell count 5 µM | T cell HTS | T cell HTS vesicle-bound % | WT yeast gro inh | WT yeast gro inh mutant strain | MgcRacGAP inhibition
COc1cc(Nc2ccc(S(N)(=O)=O)cc2)c([N+](=O)[O-])nc1[N+](=O)[O-] | i | 0.8 | -0.6% | -0.4% | 1.9% | 4.7% | · | · | i | 55.1 | · | · | 4.2%
Nc1nc2ccc(S(=O)(=O)c3ccc4nc(N)sc4c3)cc2s1 | · | · | 0.2% | -0.4% | -0.4% | 10.5% | -1.8 | 742 | i | 38.2 | 15.7 | 7.0 | 0.6%
Cc1nc(-c2cccnc2)sc1C(=O)N/N=C/c1ccccc1Cl | i | 0.3 | 0.1% | -0.7% | -5.1% | 11.7% | -0.6 | 1325 | i | 40.8 | · | · | ·
CCCN(CCC)c1ccc(/C=N/NC(=O)CN2CCOCC2)cc1 | i | 0.0 | -0.1% | 0.3% | -1.8% | 9.2% | 1.2 | 1007 | i | 43.6 | -7.5 | 14.2 | 10.3%
Cc1cc(OCc2cc(C(=O)N(C)C3CCOC3)no2)cc(C)c1Cl (centres undefined) | i | 3.2 | -0.9% | 1.3% | -9.3% | 13.0% | · | · | i | 36.2 | · | · | 1.9%
CC(=O)c1ccc(OC(=O)CCc2ccccc2)cc1 | i | 0.4 | -0.3% | 1.8% | -8.8% | 3.4% | · | · | i | 59.7 | · | · | 3.6%
CN(C)S(=O)(=O)c1cccc(C(=O)NCC2(N3CCOCC3)CCCCC2)c1 | i | 0.0 | 0.5% | 0.6% | 7.1% | 8.1% | 0.1 | 1246 | i | 48.2 | · | · | 10.7%
CC(C)c1nc2cc(C(=O)NC(C)c3cnn(C)c3)ccc2o1 (centres undefined) | i | 1.8 | 0.2% | · | 6.9% | 2.5% | · | · | i | 23.4 | · | · | 0.5%
CCOC(=O)CN(C(=O)c1ccccc1)c1ccccc1C | i | 0.5 | -0.3% | 2.0% | 5.7% | -0.1% | -0.1 | 1046 | i | 40.0 | 7.5 | 8.4 | 4.3%
CC(=O)N1CCC2(CC1)C(C#N)=C(N)Oc1n[nH]c(C)c12 | i | 0.4 | 0.8% | 1.1% | -0.7% | 8.9% | · | · | i | 37.1 | -7.9 | 2.8 | 5.2%
COc1ccc(OC)c(NC(=O)c2ccc(Cl)cc2)c1 | i | 0.4 | -0.2% | 0.1% | 1.1% | 4.1% | 0.6 | 1429 | i | 39.1 | -5.4 | 1.4 | -0.7%
NC(N)=N/N=C/c1ccc(Cl)c([N+](=O)[O-])c1 | i | 0.6 | -0.9% | 0.2% | 7.9% | 11.8% | 1.0 | 1025 | i | 49.5 | 2.0 | -7.4 | 10.1%
CCOc1ccc(C(=O)NC(C(=O)NCc2ccccn2)C(C)C)cc1 (centres undefined) | i | 0.3 | · | 0.8% | -7.1% | 14.6% | · | · | i | 53.8 | 5.8 | 4.5 | 7.1%
COc1cc(NC(=O)C2CCCN2S(=O)(=O)c2ccc3c(c2)CCC(=O)N3)cc(OC)c1 (centres undefined) | i | 1.1 | -0.4% | 0.8% | -3.2% | 8.1% | · | · | i | 63.2 | 14.2 | 2.8 | 6.4%
Cc1cccc(C)c1NC(=O)CN(C)CC(=O)Nc1ccccc1Oc1ccccc1 | i | 0.1 | -1.8% | 7.5% | -2.1% | 10.9% | -4.1 | 1036 | i | 48.4 | 9.4 | -10.5 | 9.5%
Cc1ccc2nc(SC(C)C(=O)Nc3cccc([N+](=O)[O-])c3)[nH]c2c1 (centres undefined) | i | 0.7 | 0.0% | 3.5% | 9.4% | 13.6% | -0.7 | 1115 | i | 47.7 | 20.8 | 14.1 | 8.5%
Cc1c(C(=O)O)cccc1-c1ccc(/C=N/n2cnnc2)o1 | i | 0.4 | 0.0% | 0.8% | 16.2% | 4.1% | · | · | i | 33.9 | · | · | 11.0%
Clc1ccc(-c2csc(-c3ccno3)n2)cc1 | i | 0.4 | -0.1% | 6.4% | -4.1% | 0.2% | 1.2 | 1260 | i | 46.4 | · | · | 7.3%
Cn1c(=O)[nH]c2nnc(-c3ccc(Cl)c(Cl)c3)nc2c1=O | i | 0.2 | 0.6% | 8.2% | -5.9% | 13.2% | -0.4 | 1272 | i | 24.1 | · | · | 12.7%
N#Cc1c(NC(=O)c2cnn3cccnc23)sc2c1CCCC2 | i | 0.2 | -0.3% | 0.5% | -9.7% | 4.8% | 1.8 | 1487 | i | 35.3 | -10.6 | 11.7 | 3.5%
CCc1ccc(NC(=O)N2CCN(c3ccc(F)cc3)CC2)cc1 | i | 0.2 | -1.6% | · | -1.0% | 5.6% | 1.3 | 1038 | · | · | 6.5 | -3.8 | 3.0%
O=C(CSc1nnc(SCC(=O)NCc2ccc3c(c2)OCO3)s1)NCc1ccc2c(c1)OCO2 | i | 0.9 | 0.2% | · | -2.4% | 1.2% | 2.9 | 1072 | · | · | 0.3 | -4.8 | 3.0%
COc1ccc(/C=C/C=C2\N=C(SC)SC2=O)cc1 | i | 0.4 | -0.7% | 1.6% | -11.9% | 9.4% | 1.2 | 941 | i | 45.4 | -2.5 | 21.4 | 6.0%
COc1ccc(S(=O)(=O)N2CCOCC2)cc1NC(=O)Cc1ccccc1Cl | i | 0.7 | -0.1% | 1.9% | 3.2% | 4.1% | -0.4 | 983 | i | 50.8 | 5.0 | -21.2 | 5.4%
Cc1ccccc1NC(=O)N1CCC(C(=O)c2ccc(F)cc2)CC1 | i | 0.2 | -0.6% | 0.2% | -6.5% | -4.0% | -0.3 | 1076 | i | 54.5 | 6.3 | -13.4 | 3.9%
COCCC(=O)N1CCC(Oc2ccc(C(=O)NCc3cccc(C)n3)cc2)CC1 | i | 0.0 | 0.8% | 1.4% | -3.7% | 1.1% | · | · | i | 25.0 | · | · | 5.2%
CCN(c1ccc(C)cc1)S(=O)(=O)c1nnc(NC(=O)c2ccco2)s1 | ? | · | 0.2% | 10.8% | -8.6% | 10.8% | · | · | i | 2.9 | · | · | 3.2%
CCOCCOC(=O)c1[nH]c2c(c1C)C(=O)CC(c1cc(OC)c(OC)c(OC)c1)C2 (centres undefined) | i | 0.5 | -1.4% | 1.7% | 4.0% | 12.7% | · | · | i | 17.4 | · | · | ·
COc1ccc2cc(C(N)=O)c(=Nc3ccccc3)oc2c1 | i | 0.2 | -0.5% | 1.3% | -9.8% | 5.5% | 0.7 | 552 | i | 53.0 | -5.9 | -10.8 | 5.2%
O=C(CCN1CCN(C/C=C/c2ccccc2)CC1)Nc1cccc(F)c1 | i | 1.1 | -1.4% | -0.2% | 11.3% | 2.1% | 1.0 | 1177 | i | 43.3 | -4.2 | 4.3 | 2.9%
c1ccc(Nc2nc(N3CCCC3)nc(N3CCCC3)n2)cc1 | i | 0.8 | 0.9% | 10.4% | 2.5% | 25.4% | · | · | i | 35.2 | 35.4 | 37.3 | 8.8%
Cc1ccsc1/C=N/NC(=O)Cc1ccc([N+](=O)[O-])cc1 | i | 0.6 | · | 4.6% | · | 13.3% | · | · | i | 35.0 | · | · | 14.3%
CC(NC(=O)Cc1ccc(S(=O)(=O)N2CCCCC2)cc1)c1ccccc1 (centres undefined) | i | 1.0 | · | 1.1% | · | · | · | · | i | 41.9 | · | · | -0.1%
Cc1cc(S(=O)(=O)NCC(C)C)ccc1OCC(=O)NC1CC1 | i | 0.6 | 0.0% | 1.5% | -7.6% | 23.0% | · | · | i | 35.7 | · | · | 7.7%
CCC(=O)Nc1nc2nc(C)cc(=O)n2[nH]1 | i | 1.3 | · | 2.4% | -5.3% | -0.2% | · | · | i | 49.2 | -7.2 | -6.3 | 1.9%
COc1cc(NC(=O)CSc2nc3c(c(=O)n(C)c(=O)n3C)n2C)cc(OC)c1 | i | 0.6 | 0.4% | 0.9% | 8.4% | -3.5% | · | · | i | 35.4 | · | · | 3.9%
CC(=O)Nc1ccc(OCc2nnc(-c3ccc(Cl)cc3)o2)cc1 | i | 0.3 | -1.1% | -2.1% | -4.9% | 5.5% | -1.3 | 1160 | i | 51.8 | -0.1 | -9.3 | 9.9%
Cn1c2ccccc2n2c(=O)c(=O)n(CC(=O)c3ccc(Cl)cc3)nc12 | i | 1.0 | -0.1% | 2.2% | 8.7% | 7.3% | 1.9 | 594 | i | 6.1 | -2.0 | -19.8 | 6.4%
Cc1nc(C)c(C(=O)OCC(=O)Nc2cccc(C)c2C)s1 | i | 0.6 | · | 2.8% | · | · | · | · | i | 44.0 | · | · | 4.9%
N#Cc1cc([N+](=O)[O-])ccc1Oc1ccc(-c2nnco2)cc1 | i | 1.8 | -0.5% | -0.7% | 13.2% | 3.5% | · | · | i | 36.7 | · | · | 3.8%
CCC(C)N1C(=O)CCC1C(=O)N1CCN(c2ccc(F)cc2)CC1 (centres undefined) | i | 4.7 | · | -0.1% | 9.4% | -3.4% | · | · | i | 35.9 | -9.0 | 5.1 | 3.3%
COc1ccc(NC(=O)C(=O)NCCC2CCCCN2S(=O)(=O)c2ccccc2)cc1 (centres undefined) | ? | · | · | 1.2% | 13.1% | 12.4% | · | · | i | 49.7 | · | · | 4.1%
COc1cc(CN2CCN(C(=O)c3ccc(-c4ccccc4)cc3)CC2)cc(OC)c1OC | i | 0.4 | -0.5% | 6.2% | 4.9% | 3.9% | 0.0 | 1472 | i | 6.2 | -7.0 | -6.6 | 21.5%
